# NR5A2 inv ag – inverse agonists of human LRH-1 (NR5A2); AID 602396; inhibition, % at 3.6 µM; HEK293T StAR-luciferase reporter, LRH-1 transfected, 24 h; O00482; actives 0.13% (n = 360,000);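 active = inhibition above the mean inhibition of all tested compounds plus 3 SD, cut at about 73% in these data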;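 also: 0% = DMSO wells and 100% = reporter-only cells lacking LRH-1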
# SRC2 inh – inhibits human steroid receptor coactivator 2; AID 651957; inhibition, % at 9 µM; HEK293 GAL4-SRC2 luciferase reporter, luminescence; Q15596; actives 0.17% (n = 370,000);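 active = inhibition above the mean inhibition of all tested compounds plus 3 SD, set per campaign, cut at about 52% in these data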;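 also: 0% = DMSO treated cells and 100% = cells given Gossypol at 36 µM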
# NR2F2 inh – blocks human COUP-TFII nuclear receptor | P24468 | HEK293T NGFI-A luciferase reporter, luminescence | inhibition, % at 8.6 µM | actives 0.7% (n = 370,000) | AID 686940;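 active = inhibition above a per-plate cutoff, mean inhibition of test wells between control levels plus 3 SD, cut at about 38% in these data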;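 also: cells cotransfected with COUP-TFII expression vector driving the NGFI-A reporter; 0% = median of COUP-TF2 test wells and 100% = reporter-only cells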
# TLR9-MyD88 inh – blocks human TLR9 binding to MyD88. actives 0.21% (n = 340,000). CHO BLA complementation TLR9-MyD88, CCF4 FRET ratio. inhibition, % at 4.98 µM;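 active = inhibition above the mean over all tested compounds plus 3 SD, cut at about 21% in these data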;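 also: 0% = DMSO only wells and 100% = clavulanate BLA inhibitor control wells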
# Target sequence (Q99836 whole entry, looked up): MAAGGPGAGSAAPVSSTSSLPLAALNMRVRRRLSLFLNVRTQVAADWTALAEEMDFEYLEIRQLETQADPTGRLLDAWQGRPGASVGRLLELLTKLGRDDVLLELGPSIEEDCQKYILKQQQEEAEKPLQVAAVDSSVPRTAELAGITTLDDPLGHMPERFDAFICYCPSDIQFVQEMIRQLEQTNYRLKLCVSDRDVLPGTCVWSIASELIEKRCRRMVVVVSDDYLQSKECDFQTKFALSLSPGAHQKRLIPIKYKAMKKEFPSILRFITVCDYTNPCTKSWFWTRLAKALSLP
# Target sequence (Q9NR96 whole entry, looked up): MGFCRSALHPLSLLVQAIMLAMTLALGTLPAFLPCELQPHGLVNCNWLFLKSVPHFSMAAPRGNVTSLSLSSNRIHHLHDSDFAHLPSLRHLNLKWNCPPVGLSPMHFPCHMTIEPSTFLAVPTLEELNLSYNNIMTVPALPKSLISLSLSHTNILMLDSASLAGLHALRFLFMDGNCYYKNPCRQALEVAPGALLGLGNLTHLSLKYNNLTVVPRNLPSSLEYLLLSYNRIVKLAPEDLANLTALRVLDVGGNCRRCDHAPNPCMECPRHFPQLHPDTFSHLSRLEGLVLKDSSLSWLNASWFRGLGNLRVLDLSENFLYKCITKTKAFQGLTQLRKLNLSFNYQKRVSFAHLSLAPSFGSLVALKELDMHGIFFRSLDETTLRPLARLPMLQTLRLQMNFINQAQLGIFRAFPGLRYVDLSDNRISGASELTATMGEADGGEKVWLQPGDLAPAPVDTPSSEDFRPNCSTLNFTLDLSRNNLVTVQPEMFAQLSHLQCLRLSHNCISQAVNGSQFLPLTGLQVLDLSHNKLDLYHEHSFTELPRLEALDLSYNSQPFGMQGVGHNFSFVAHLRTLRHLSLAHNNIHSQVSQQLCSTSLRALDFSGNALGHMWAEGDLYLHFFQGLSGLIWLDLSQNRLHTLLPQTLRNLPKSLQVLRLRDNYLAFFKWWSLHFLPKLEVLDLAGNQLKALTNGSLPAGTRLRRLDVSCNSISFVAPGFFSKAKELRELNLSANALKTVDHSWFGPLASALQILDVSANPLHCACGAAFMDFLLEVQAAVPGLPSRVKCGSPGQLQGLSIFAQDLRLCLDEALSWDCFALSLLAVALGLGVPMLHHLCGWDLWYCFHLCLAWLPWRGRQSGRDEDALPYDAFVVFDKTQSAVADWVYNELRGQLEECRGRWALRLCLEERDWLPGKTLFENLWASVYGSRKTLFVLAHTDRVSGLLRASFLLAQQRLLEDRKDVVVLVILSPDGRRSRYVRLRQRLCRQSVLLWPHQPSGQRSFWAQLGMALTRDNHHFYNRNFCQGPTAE
# SRC1 inh – inhibitors of human steroid receptor coactivator 1 (SRC1) | inhibition, % at 3.6 µM | Q15788 | AID 588354 | actives 0.12% (n = 360,000) | HEK293 GAL4-SRC1 luciferase reporter, luminescence;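 active = inhibition above the campaign mean plus 3 SD, with each screening campaign given its own cutoff, cut at about 60% in these data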;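 also: 0% = DMSO treated cells and 100% = gossypol at 36 µM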
# TWEAK Fn14 block – blocks TWEAK-Fn14 interaction in a reporter cell assay; TWEAK-stimulated Fn14 reporter cells, luciferase luminescence, 8 h; inhibition, % at 10 µM; actives 2% (n = 360,000); in the data active = inhibition above about 50%
# C8 TRAIL sens – caspase-8 TRAIL sensitization. inhibition (viability loss, TRAIL sensitization), % at 10 µM. actives 1% (n = 360,000). NB7+C8 cells + TRAIL, ATPlite viability luminescence;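 active = compounds causing at least 50% loss of cell viability in the single-dose screen, relative to plate controls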
# NCOA3 inh – inhibitors of human steroid receptor coactivator 3 (SRC3). actives 0.17% (n = 360,000). inhibition, % at 3.6 µM. HEK293 GAL4-SRC3 luciferase reporter, luminescence;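 active = inhibition above a per-campaign cutoff, the mean of all compounds plus 3 SD, cut at about 60% in these data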;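 also: 0% = DMSO-treated cells and 100% = gossypol-treated cells at 36 µM; higher means less SRC3-driven luciferase light from the GAL4 reporter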
# NOD2 RIPK2 PPI – blocks binding of human NOD2 to RIPK2. CHO BLA complementation NOD2-RIPK2, CCF4 ratio. actives 0.38% (n = 360,000). O43353. inhibition, % at 4.98 µM; in the data active = inhibition above about 21%;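 also: 0% = vehicle only and 100% = reference blocker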
# TROY NFkB inh – TROY signaling inhibition | actives 0.98% (n = 360,000) | inhibition, % at 10 µM | Q293 LMP1-TROYcd NF-kB luciferase reporter, 4 h;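 active = compounds whose plate-normalised and pattern-corrected inhibition of the luciferase reporter signal at the single screening dose is 50% or more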
# LMP1 NFkB inh – reduces LMP1-driven NF-kappaB luciferase signal; LMP1-induced NF-kappaB luciferase reporter cells, luminescence; inhibition, % at 12.5 µM; actives 0.69% (n = 350,000); in the data active = inhibition above about 41%;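 also: 0% = neutral control wells and 100% = reference inhibitor control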
# An asterisk follows results filed as active; · = not tested or not shown.
SMILES,NR5A2 inv ag,SRC2 inh,NR2F2 inh,TLR9-MyD88 inh,SRC1 inh,TWEAK Fn14 block,C8 TRAIL sens,NCOA3 inh,NOD2 RIPK2 PPI,TROY NFkB inh,LMP1 NFkB inh
COC(=O)c1cc2ccsc2n1Cc1nc(-c2ccc(OC)cc2)oc1C,0,5,-10,5,5,-5,-6,4,-4,4,-13
COc1cccc(/C=N/NC(=O)CN2CC(c3ccccc3)CC2=O)c1O (centres undefined),-3,0,-1,-1,8,-14,12,19,4,-58,7
NC(=O)Nc1ccc(C(=O)OCC(=O)NC2CCCc3ccccc32)cc1 (centres undefined),-17,-9,0,0,5,0,14,-9,-8,1,3
COc1ccccc1CCc1nnc(CCC(=O)NC(C)Cc2cccc(C)n2)o1 (centres undefined),7,-22,-19,-3,-9,-4,-14,-5,3,3,-5
COc1ccc(C(CNC(=O)C(CCSC)NC(=O)c2ccccc2Cl)N2CCCC2)cc1 (centres undefined),7,0,4,-1,16,2,-14,2,-2,-25,1
COc1ccc(S(=O)(=O)N2CCN(CC(=O)N3CCOCC3)CC2)cc1OC,-10,18,18,·,-22,-20,-4,-21,9,-8,·
CN1CCC(N(C)CC(O)c2ccccc2)CC1 (centres undefined),13,8,-4,-7,4,13,-2,9,-12,-4,-4
CN(Cc1ccccc1)CC1CCCN(CCc2ccccc2F)C1 (centres undefined),9,-1,17,8,1,6,0,3,0,38,4
CCc1nnc(NC(=O)c2cc(S(=O)(=O)N(C)c3ccc(OC)cc3)ccc2Cl)s1,16,-2,17,6,-20,-5,5,14,0,-10,-2
O=C(NCc1ccccc1)c1c(O)c2ccccc2[nH]c1=O,-1,-33,5,-4,-3,3,3,-12,-10,-20,2
Cc1cc(C)nc(SCC(=O)Nc2ccnc3ccccc23)n1,35,27,65*,-1,27,33,11,34,-3,15,7
O=C1OC(c2ccccc2)(c2cc(Br)c(O)c(Br)c2)c2ccccc21 (centres undefined),2,-38,-7,10,-17,33,-15,23,-3,53*,-10
O=C(O)c1cccc(-n2c(/C=C/c3ccccc3)nc3ccccc3c2=O)c1,8,-10,0,-10,10,8,7,-3,5,-19,3
COC(=O)c1ccccc1NC(=O)COc1ccccc1[N+](=O)[O-],-4,-1,-11,0,-25,-14,2,-12,1,2,-9
O=C(Nc1c2c(nn1-c1cccc(Cl)c1)CS(=O)(=O)C2)c1ccco1,0,-15,-3,-1,12,8,7,20,-2,-14,4
CCC(=O)NCCc1cc2ccc(C)c(C)c2[nH]c1=O,-31,-18,-19,-4,-3,-3,-1,-19,0,-31,-3
COc1ccc(/C=N/NC(=O)CCC(=O)Nc2ccccc2)cc1OC,-2,2,8,1,-6,2,-2,1,-10,4,-4
O=C(O)c1ccccc1C(=O)c1cccc2ccccc12,-3,-8,-7,-12,5,8,-22,12,1,29,-2
CC(C)Oc1ccc(N2CC(C(=O)Nc3ccccc3F)CC2=O)cc1 (centres undefined),8,2,12,-7,-7,2,18,7,-2,-5,1
O=C(N/C(=C/c1cccs1)c1nc2ccccc2[nH]1)c1ccccc1,1,-6,7,-12,7,6,-4,-10,-3,-4,30
COc1ccc(/C=N/NC(=O)C2(C)NC(C)(C)Cc3ccccc32)cc1 (centres undefined),-4,4,4,5,-3,8,5,10,3,21,-2
CC(=O)N1CCc2cc(S(=O)(=O)NC(Cc3ccccc3)C(=O)Nc3cc(C)ccn3)ccc21 (centres undefined),-5,14,-2,-5,-21,22,-11,3,2,7,1
c1coc(CNc2nc(N3CCCCC3)nc3ccccc23)c1,13,12,6,9,7,-2,23,-13,4,-3,-9
CCOC(=O)CSc1nnc(CNc2ccc(F)cc2)o1,-14,-36,1,-4,-5,0,-1,6,-6,-19,-2
C=CCn1c(SCC(=O)Nc2ccc3c(c2)OCCO3)nnc1-c1ccccn1,0,-25,-2,1,11,15,2,8,-2,6,4
# (cont.)
SMILES,NR5A2 inv ag,SRC2 inh,NR2F2 inh,TLR9-MyD88 inh,SRC1 inh,TWEAK Fn14 block,C8 TRAIL sens,NCOA3 inh,NOD2 RIPK2 PPI,TROY NFkB inh,LMP1 NFkB inh
CCN1CCN(C(c2cccc(OC)c2)c2sc3nc(C)nn3c2O)CC1 (centres undefined),3,-46,0,6,6,7,-4,16,-8,-17,3
CCC1(c2ccccc2)NC(=O)N(CC(=O)NCc2ccc(F)cc2)C1=O (centres undefined),3,-4,5,6,4,-6,5,11,5,-8,-2
O=S(=O)(Nc1nc2c(s1)CCCC2)c1ccc(Br)cc1,-16,-43,5,-1,-19,12,-1,-25,-3,37,8
Cc1cc(C)c2cc3c(N)c(C(=O)N4CCc5ccccc5C4)sc3nc2c1,18,12,16,-3,1,15,-14,21,-12,12,2
N#Cc1ccc(/C=N/NC(=S)Nc2ccc(S(=O)(=O)N3CCOCC3)cc2)cc1,-3,-8,8,4,-6,-24,14,4,-4,7,1
O=C1Nc2ccc3c(c2C1=Cc1cc2c(cc1Br)OCO2)OCO3,5,-32,10,3,-16,3,39,-19,1,19,12
COc1cccc(N/C(SCc2ccccc2F)=C(/C#N)C(=O)NCc2cccs2)c1,5,11,-8,-8,-1,9,-1,21,-11,9,-3
O=C(COC(=O)/C=C/c1ccc(Cl)cc1)NC1CCS(=O)(=O)C1 (centres undefined),14,-31,-6,-14,-2,-28,-11,6,1,10,-2
CCCCc1ccc(NC(=O)N[C@@H](C)C(=O)O)cc1,-9,9,9,1,-16,-4,-6,-7,-3,-10,10
CCOC(=O)n1c(=O)n(Cc2ccccc2Cl)c2ccccc21,0,2,2,14,-11,4,2,12,3,0,1
O=C(O)c1cccc(CN2C(=O)CSC2=O)c1,-7,-12,-3,-5,-9,15,1,1,0,6,1
CC(=O)N1CCOc2ccc(S(=O)(=O)N3CCC(C(=O)Nc4cc(C)ccc4C)CC3)cc21,4,-4,17,-2,-9,20,-13,6,-11,12,-2
O=C(Nc1nncs1)C1CC(=O)N(CCc2ccc(F)cc2)C1 (centres undefined),4,-6,11,-2,13,4,1,-12,-4,-7,8
CNc1oc(-c2ccco2)nc1C#N,1,-17,-9,-2,-13,-4,-12,-8,-4,10,-6
CCOc1ccccc1NC(=O)NC(=O)N(C)S(=O)(=O)c1ccc(C)cc1,14,-2,-3,3,6,5,-5,11,-10,-5,3
Cc1nc(CS(=O)(=O)c2ccc(Cl)cc2)cc(Sc2ccc(Cl)cc2)n1,-3,4,13,-2,-12,9,-6,-3,0,12,-4
O=C(Nc1cccc2ccccc12)N1CC=CCC1,11,19,3,1,-1,47,33,4,-11,46,1
N#Cc1c(C(F)(F)F)cc(-c2ccccc2)nc1SCc1nc(N)nc(N2CCOCC2)n1,1,2,7,1,6,-1,13,10,2,-19,3
NC(=O)CN1CCN(Cc2ccc3c(c2)OCO3)CC1,12,-18,-2,-2,10,-25,9,2,3,17,-10
COc1ccc(-n2c(Cn3c(=O)sc4ccccc43)nnc2SCC(N)=O)cc1,16,-40,-18,-3,-13,6,-2,-10,-9,7,6
O=C(c1cc(-c2cccs2)on1)N1CCN(C(c2ccccc2)c2ccccc2)CC1,10,-8,9,5,11,25,9,-14,-11,-1,6
Nc1c(C(=O)O)cnc2c(-c3ccc(Cl)cc3)cnn12,-35,-44,-47,0,-136,67*,20,-88,-1,15,-16
COc1ccccc1-c1nc2cc3ccccc3cc2nc1-c1ccccc1,-8,-7,-13,3,-3,0,2,-1,-2,8,-4
CC(C)Sc1nc2c(c(=O)[nH]c(=O)n2C)n1CC(O)COc1ccccc1 (centres undefined),2,11,14,12,1,-4,-9,4,-13,-10,5
CCOC(=O)N1CCN(C(=O)CNC(=O)c2ccc(Br)o2)CC1,9,4,-7,-5,-3,3,-7,-2,-17,-4,-6
# Carrying on:
SMILES,NR5A2 inv ag,SRC2 inh,NR2F2 inh,TLR9-MyD88 inh,SRC1 inh,TWEAK Fn14 block,C8 TRAIL sens,NCOA3 inh,NOD2 RIPK2 PPI,TROY NFkB inh,LMP1 NFkB inh
CC(C)c1nc2c(s1)CCc1onc(-c3cccc([N+](=O)[O-])c3)c1-2,-15,-17,-13,2,9,-1,2,1,14,0,-18
COc1ccccc1-n1nnnc1SCC(=O)Nc1ccc(C)c(N)c1,13,18,28,3,-16,8,18,-8,-1,-13,-10
COc1ccc(C(=O)NC(=S)Nc2cccnc2)cc1Cl,-7,-3,-16,3,-8,-25,10,-6,-7,-15,-4
CSCC[C@H](NC(=O)C1CCC(CNC(=O)[C@@H]2CCCN2C(=O)OC(C)(C)C)CC1)C(=O)O (some centres undefined),9,-22,-6,-15,-11,9,-41,3,-1,-7,2
COc1ccc(-c2nnc3n(CCc4ccccc4)c(=O)c4ccccc4n23)cc1OC,1,-14,10,13,5,-1,-21,24,6,-36,4
Cc1ccc(NC(=O)c2cccc3c2C(=O)N(C2CCCCC2)C3)c(Cl)c1,-4,·,·,-1,13,28,1,-18,1,-8,-10
COc1cccc(NC(=O)CN(C)C(=O)CC2CCCC2)c1,1,-5,-2,0,-20,-3,-8,-4,-9,-10,5
CCOC(=O)c1c(C)n(C)c2ccc(OCC(O)CN3CCCCCC3)cc12 (centres undefined),13,-3,-9,5,6,-36,17,9,5,-5,-24
COc1ccccc1NC(=O)Cn1cnc2c1c(=O)n(C)c(=O)n2C,2,-5,-12,-6,0,-8,-10,-1,1,7,6
CC(C)(C)c1cc(NC(=O)NN2CCOCC2)nn1-c1c(Cl)cc(Cl)cc1Cl,2,·,·,-4,-17,5,26,7,-5,-14,-4
CC1(C)C(C=C(Cl)Cl)C1C(=O)N1CCN(Cc2ccccc2)CC1 (centres undefined),6,-5,21,-1,13,-10,7,-7,1,5,-5
COc1cccc(CN2CCN(Cc3ccc4c(NC(C)=O)cccc4n3)CC2CCO)c1 (centres undefined),3,20,0,7,9,-11,9,2,-14,-9,-1
COc1cccc2c1C(=O)c1c(O)c3c(c(O)c1C2=O)CC(O)(C(C)=NNC(=O)c1ccc(Cl)c(Cl)c1)CC3OC1CC(N)C(O)C(C)O1 (centres undefined),96*,10,52*,0,-248,100*,56*,-118,2,70*,70*
CSc1nc(C)c(Oc2ccccc2)c(=O)n1C,-16,-22,7,-2,-7,-2,-2,-9,-6,-8,-8
NC(=O)N/N=C/c1coc2ccc(O)cc2c1=O,-6,16,-8,-1,-11,6,-25,-4,-21,11,0
O=C(NCCc1ccccc1F)c1ccc2c(c1)OCCO2,64,90*,96*,5,76*,108*,92*,74*,-11,86*,85*
CC(=O)c1cccc(NC(=O)C2CC(=O)N(Cc3ccccc3)C2)c1 (centres undefined),-12,-4,8,-1,-19,-12,-5,8,-3,-7,2

# Arranged by SMILES length (smallest number first): some entries from above.
SMILES,NR5A2 inv ag,SRC2 inh,NR2F2 inh,TLR9-MyD88 inh,SRC1 inh,TWEAK Fn14 block,C8 TRAIL sens,NCOA3 inh,NOD2 RIPK2 PPI,TROY NFkB inh,LMP1 NFkB inh
COc1cccc(NC(=O)CN(C)C(=O)CC2CCCC2)c1,1,-5,-2,0,-20,-3,-8,-4,-9,-10,5
CC1(C)C(C=C(Cl)Cl)C1C(=O)N1CCN(Cc2ccccc2)CC1 (centres undefined),6,-5,21,-1,13,-10,7,-7,1,5,-5
COc1cccc(CN2CCN(Cc3ccc4c(NC(C)=O)cccc4n3)CC2CCO)c1 (centres undefined),3,20,0,7,9,-11,9,2,-14,-9,-1
CC(C)(C)c1cc(NC(=O)NN2CCOCC2)nn1-c1c(Cl)cc(Cl)cc1Cl,2,·,·,-4,-17,5,26,7,-5,-14,-4

# The list is partial. The share of hits here may be higher or lower than overall.
